# Bioassay records (PubChem BioAssay)
# sPLA2-III inh = Blocks human group III sPLA2 activity; Q9NZ20; QFRET BODIPY PC-A2 liposome hydrolysis, fluorescence; inhibition, % at 12.2 µM; 370,000 tested, 0.56% active; AID 743126;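 active means inhibition above mean plus 3 SD of compounds lying within the high and low control bounds, cut at about 19% in these data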;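 further: 0% = median of test compound wells and 100% = no enzyme DMSO wells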
# Target sequence (Q9NZ20 whole entry, looked up): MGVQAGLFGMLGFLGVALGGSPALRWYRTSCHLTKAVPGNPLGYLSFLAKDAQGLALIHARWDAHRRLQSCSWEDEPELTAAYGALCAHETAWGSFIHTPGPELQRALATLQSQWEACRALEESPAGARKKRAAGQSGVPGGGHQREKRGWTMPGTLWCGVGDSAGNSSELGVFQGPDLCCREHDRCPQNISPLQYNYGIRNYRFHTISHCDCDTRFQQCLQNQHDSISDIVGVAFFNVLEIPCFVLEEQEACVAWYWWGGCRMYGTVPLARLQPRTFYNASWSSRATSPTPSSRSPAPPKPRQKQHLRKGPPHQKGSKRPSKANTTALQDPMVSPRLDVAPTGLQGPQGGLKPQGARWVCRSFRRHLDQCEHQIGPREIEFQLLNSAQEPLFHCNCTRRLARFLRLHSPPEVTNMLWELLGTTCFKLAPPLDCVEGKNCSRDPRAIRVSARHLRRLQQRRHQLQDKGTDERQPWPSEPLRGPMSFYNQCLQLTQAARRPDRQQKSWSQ
# hgDAF-12 ag = activates the H. glycines DAF-12 receptor ligand-binding domain. HEK293 GAL4-hgDAF12 UAS-luciferase reporter, agonist luminescence; normalized to butyrate control. activation, % at 6.8 µM. 370,000 tested, 1.8% active;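 active means activation above a cutoff set at the mean of all screened compounds plus 3 SD, cut at about 10% in these data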;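 further: 0% = DMSO wells and 100% = sodium butyrate wells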
# ADAM10 inh = inhibitors of human ADAM10 | O14672 | recombinant ADAM10, EDANS/DABCYL FRET peptide cleavage, 3 h | inhibition, % at 7 µM | 370,000 tested, 0.62% active | AID 720582;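 active means inhibition above a per-campaign cutoff equal to the mean of compounds falling between control-based bounds plus 3 SD, cut at about 20% in these data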;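 further: 0% = DMSO wells while the 100% control is not disclosed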
# Target sequence (O14672 214-748 limits assumed): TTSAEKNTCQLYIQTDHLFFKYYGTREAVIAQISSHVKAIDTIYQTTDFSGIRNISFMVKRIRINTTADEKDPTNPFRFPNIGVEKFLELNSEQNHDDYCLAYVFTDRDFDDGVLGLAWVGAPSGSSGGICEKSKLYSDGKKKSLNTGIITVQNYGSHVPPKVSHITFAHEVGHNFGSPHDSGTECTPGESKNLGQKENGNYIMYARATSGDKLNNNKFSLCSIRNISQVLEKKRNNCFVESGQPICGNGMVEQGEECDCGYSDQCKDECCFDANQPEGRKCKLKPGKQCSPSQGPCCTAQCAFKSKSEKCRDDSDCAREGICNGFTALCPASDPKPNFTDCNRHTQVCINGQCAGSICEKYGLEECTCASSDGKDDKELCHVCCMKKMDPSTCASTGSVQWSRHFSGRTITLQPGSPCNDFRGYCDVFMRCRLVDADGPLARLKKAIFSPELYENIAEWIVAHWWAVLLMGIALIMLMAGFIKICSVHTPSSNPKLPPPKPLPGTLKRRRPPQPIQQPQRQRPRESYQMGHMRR
# SMARCA2 activ = SMARCA2 function activation, primary screen; MG213 cells, MMTV-luciferase reporter, dexamethasone, overnight; activation, % at 9.1 µM; 370,000 tested, 1% active; AID 652017; in the data active means activation above about 7.8%;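 further: 0% = vehicle wells and 100% = reference activator wells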
# DAX1 inh-1 = inhibits human nuclear receptor DAX1; 340,000 tested, 0.99% active; P51843; inhibition, % at 6.75 µM; HEK293 Gal4-DAX1 luciferase reporter, luminescence; AID 504766;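 active means inhibition above the mean over all tested compounds plus 3 SD, cut at about 4.2% in these data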;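 further: 0% = DAX1-transfected cells with DMSO and 100% = empty-vector control cells with DMSO; inhibition shows as a rise in luminescence from relieved DAX1 repression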
# NPR2 activator = GC-B (human) receptor activation. AID 1920062. HEK293-GC-B cells, CNP EC30, cGMP TR-FRET; 0% at EC30 CNP, 100% saturating CNP. P20594. activation, % at 10 µM. 370,000 tested, 0.11% active;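 active means activation at 10 µM reaching about 35% in either raw or pattern-adjusted values, limit read from the data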
# ssDAF12 agonist = activators of S. stercoralis DAF-12 nuclear receptor | HEK293 ssDAF-12/GRIP1 lit1-tk-luc reporter, luminescence; % of 3 µM dafachronic acid response | activation, % at 6.8 µM | 370,000 tested, 1% active;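 active means activation above the mean over all tested compounds plus 3 SD, cut at about 0.9% in these data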;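 further: 0% = DMSO-only wells and 100% = 3 µM delta7-dafachronic acid wells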
# FXN GAA850 act = activators of GAA850 frataxin (FXN) promoter; HEK293 lucGAA850 FXN promoter luciferase reporter, 24 h; percent of 10 µM SAHA response; activation, % at 6 µM; 360,000 tested, 0.56% active; AID 540364;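 active means activation above the average of all compounds screened plus 3 SD, cutoff fixed separately per campaign, cut at about 7.5% in these data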;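 further: 0% = DMSO wells and 100% = 10 µM SAHA wells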
# NPR1 activator = GC-A (human) enzyme activation. 370,000 tested, 0.14% active. P16066. activation, % at 10 µM. HEK293 GC-A cells, cGMP TR-FRET, EC30 ANP; 0% at EC30 ANP, 100% saturating ANP; in the data active means activation above about 40%
# hcDAF12 agonist = H. contortus DAF-12 activation, primary screen. HEK293 hcDAF-12 lit1-tk-luc reporter, luminescence; 0% DMSO, 100% Δ7-dafachronic acid. activation, % at 6.8 µM. 370,000 tested, 1.4% active. AID 652067;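 active means activation above the mean of all tested compounds plus 3 SD, cut at about 5.5% in these data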;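 further: 100% = response to 3 µM Δ7-dafachronic acid high control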
# DAX1 inh-2 = inhibitors of DAX1 repression of SF-1 activated StAR promoter. HEK293T StAR-luciferase reporter, SF-1/DAX-1 repression relief. inhibition, % at 6.8 µM. 370,000 tested, 1.1% active. AID 652010;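 active means inhibition above the mean over all tested compounds plus 3 SD, cut at about 3.6% in these data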;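 further: 0% = DAX-1 cells with DMSO and 100% = cells lacking DAX-1 with DMSO; higher inhibition means more luminescence from relief of DAX-1 repression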
# The depositor's hits bear a star; i = inactive; . = not tested or not shown. Random draw from the library. Share with any hit: about 6.6%.
SMILES,sPLA2-III inh,hgDAF-12 ag,ADAM10 inh,SMARCA2 activ,DAX1 inh-1,NPR2 activator,ssDAF12 agonist,FXN GAA850 act,NPR1 activator,hcDAF12 agonist,DAX1 inh-2
O=C(OC1CCOC1=O)c1ccc(Cl)c(S(=O)(=O)N2CCCCC2)c1 (configuration not stated),4,-0.4,7,1,1.5,7,-1.2,-1.7,6,-0.5,-0.3
COc1ccc(OC)c(NC(=O)CC2SC(=N)N(c3ccccc3)C2=O)c1 (configuration not stated),-11,-5.6,2,-3,-1.5,-3,-1.4,0.8,-2,-0.3,-0.6
Cn1c(=O)cc(OCCCC(=O)NCc2ccc(F)cc2Cl)c2ccccc21,4,-5.5,-8,-2,0.0,-2,-1.4,0.9,-3,-1.6,-0.7
O=C(Nc1ccccc1SCC1CSc2nc3ccccc3c(=O)n21)c1cccc(Cl)c1 (configuration not stated),1,-8.2,-21,1,-1.8,-1,-1.6,-4.7,-1,-3.6,-0.6
C=CCc1cccc(/C=N/NC(=O)CCCNc2ccc(C)cc2)c1O,14,1.8,6,-2,-0.2,0,0.4,1.2,-5,0.5,-0.1
O=S(=O)(c1ccccc1F)N1CCN(Cc2cc3c(cc2O)OCO3)CC1,-4,1.9,-13,-2,-0.6,4,-1.2,-0.9,-2,-1.1,1.3
O=C(OCCC1Oc2cccnc2NC1=O)c1ccc([N+](=O)[O-])cc1 (configuration not stated),0,-0.8,13,-5,.,-10,-0.4,.,-8,-2.2,0.0
COc1c(O)c(=O)n2c3ccccc3c3ccnc1c32,-30,-0.1,-35,-1,1.1,-3,-1.3,0.5,1,-0.7,1.8
O=C(NC(=S)N1CCCCC1CO)c1cccs1 (configuration not stated),7,1.2,6,-3,6.5*,-4,-0.3,2.2,1,2.8,1.6
COc1ccccc1NC(=O)CCc1c(C)[nH]c(=O)c(C#N)c1C,2,-1.6,-8,-1,0.4,2,-1.2,0.7,3,-1.1,0.2
COc1ccc(NC(=O)[C@@H](NS(=O)(=O)c2cccc(Cl)c2)C(C)C)cc1S(=O)(=O)N1CCOCC1,6,2.1,-11,0,0.1,-2,-1.1,-0.4,1,0.0,-0.8
CC(=O)c1cccc(N(C(=O)CNC(=O)c2ccco2)C(C(=O)NC2CCCC2)c2ccncc2)c1 (configuration not stated),-2,-1.0,2,0,-1.0,3,-1.1,-0.8,2,0.1,-0.4
CN(Cc1c(C(=O)N(C)Cc2ccccc2)nc2ccccn12)CC1Cc2ccccc2O1 (configuration not stated),3,-2.1,3,-4,-1.1,-2,-2.2,-1.7,-6,-2.7,-0.9
CCn1c(=O)cc(OCC(=O)NCc2cccnc2)c2ccccc21,-1,-0.2,-3,-6,0.2,-2,-1.6,-0.6,0,-1.2,0.5
COc1cccc(-n2c(C)nc3c(cnn3-c3ccc(C)cc3)c2=O)c1,-1,-6.1,-3,-4,-2.6,-8,-1.7,1.8,6,-5.0,-1.9
C1=Cc2ccccc2Nc2ccccc21,6,1.4,-54,-2,1.4,-4,-0.2,-0.2,-13,1.5,-0.6
COc1ccc(-c2nnc(SCC(=O)Nc3ncc(C)s3)n2-c2ccccc2)cc1OC,-10,-1.3,2,0,-0.4,-8,-1.3,-2.1,-7,-2.9,-1.1
COCCn1c(Cc2ccccc2)nnc1SCc1ccc([N+](=O)[O-])cc1,-1,-1.6,-5,0,0.1,3,-1.4,1.8,2,-1.0,-0.3
Fc1ccc(Oc2nc(-c3ccccc3)nnc2C(F)(F)F)cc1,7,0.5,-1,0,-0.3,-3,-1.6,1.0,2,-0.2,-0.1
CN(Cc1cccc(Cl)c1Cl)C(=O)c1ccc(NC(=O)CC#N)cc1,-49,0.6,3,-4,0.8,1,-1.0,-1.3,2,-1.5,0.1
O=c1[nH]c(=S)[nH]c2sccc12,2,2.2,2,-3,-0.4,7,-1.6,1.2,3,-1.4,0.1
Cc1cccc(N2N=C(C(=O)Nc3ccc(Cl)c(S(=O)(=O)N4CCOCC4)c3)CCC2=O)c1,-2,-1.7,-3,-3,0.0,-3,-0.8,1.6,0,-1.2,-0.1
CCOc1ccc(S(=O)(=O)NCCC(=O)N2CCN(c3ccc(OC)cc3)CC2)cc1,-4,-3.0,4,-2,-0.3,-1,-1.4,-0.6,-5,-1.2,-1.1
O=c1c2c(-c3ccccc3)ccnc2[nH]n1-c1ccccc1,6,4.3,-8,0,1.5,1,-0.7,2.2,-1,-0.2,-0.1
Cc1ccc(S(=O)(=O)Nc2ccccc2F)cc1C(=O)NNC(=O)c1ccccc1O,-6,4.9,2,-2,2.5,3,0.1,1.9,3,2.6,0.5

# More structures.
SMILES,sPLA2-III inh,hgDAF-12 ag,ADAM10 inh,SMARCA2 activ,DAX1 inh-1,NPR2 activator,ssDAF12 agonist,FXN GAA850 act,NPR1 activator,hcDAF12 agonist,DAX1 inh-2
O=C(NC(c1ccc2c(c1)OCO2)c1ccccn1)C1CCN(CCOc2ccc(Cl)cc2Cl)CC1 (configuration not stated),-18,-0.7,3,0,.,0,-0.8,-0.9,-1,-0.4,-0.2
O=C(CCCC1=NS(=O)(=O)c2ccccc2N1)N1CCN(c2ccc(Cl)cc2)CC1,1,0.1,-7,-8,-0.6,-5,-1.9,0.1,-6,1.0,-1.5
CCC(=O)Nc1ccc2c(c1)OC[C@@H](C)N(Cc1cccc(F)c1)C[C@@H](C)[C@@H](OC)CN(C)C2=O,1,0.9,-2,-3,.,2,-1.0,.,-5,3.6,-0.7
COCCNC(=O)c1c(N)n(-c2cccc(C)c2)c2nc3ccccc3nc12,3,-1.0,i,-3,0.0,0,-1.3,0.1,6,-1.2,-0.3
C[C@H](CO)N1C[C@H](C)[C@@H](CN(C)Cc2ccccc2)Oc2ccc(NC(=O)Cn3cnnn3)cc2C1=O,-7,-0.8,-9,-2,-0.4,0,-1.1,-0.8,2,0.1,-1.0
Cc1[nH]nc2c1C(c1ccsc1)C(C#N)=C(N)O2 (configuration not stated),-2,2.5,5,1,-0.7,0,-0.7,-0.4,2,-0.4,-0.5
COc1cccc(OCc2cc(C(=O)N(C)Cc3nc(C)cs3)no2)c1,-13,6.4,5,3,1.5,-7,-0.1,3.8,-4,2.4,4.5*
C[C@H](CO)N1C[C@H](C)[C@@H](CN(C)C(=O)NC2CCCCC2)Oc2ccc(NC(=O)Nc3ccccc3)cc2C1=O,-2,1.1,7,1,-1.7,-6,-0.3,-1.6,-1,-0.8,-0.1
CCOc1ccc(N(C)S(=O)(=O)c2csc(C(N)=O)c2)cc1,0,1.5,1,-3,-1.8,-2,-1.1,1.2,-1,-2.7,0.1
COc1ccc(CCN2C(=O)C(C)=C(C)C2=O)cc1OC,0,-2.1,-2,-1,3.5,1,-1.2,2.6,-2,-1.8,-0.1
COc1ccc(NC(C)=O)cc1NC(=O)C1CCCN1C(=O)c1cccs1 (configuration not stated),10,-2.0,-12,-1,-0.5,2,-0.7,-0.8,1,-2.2,1.7
Nc1ccc(C(=O)Nc2ccc3cc(S(=O)(=O)O)ccc3c2)cc1,-5,6.5,-20,-3,1.7,5,-0.4,3.8,5,0.8,1.2
CCCCNC(=O)C1CCC(CNS(=O)(=O)c2ccc(NC(C)=O)cc2)CC1 (configuration not stated),-2,1.4,4,13*,-1.2,-1,-0.8,-2.7,-1,1.9,-0.1
O=C(Cn1ncc2c1-c1ccccc1OC2)N1CCN(Cc2ccc3c(c2)OCO3)CC1,-5,0.7,-1,-2,0.5,-4,-1.1,0.1,-2,-1.4,-1.8
Cc1cc(C(=O)OCC(=O)N2CCOCC2)c(C)n1-c1ccccc1,14,3.0,-8,0,0.3,-5,-0.3,0.8,-1,0.5,2.2
O=C1CCSc2ccc(Cl)cc2N1Cc1ccc(Cl)cc1,-7,0.2,7,0,0.9,-21,-1.3,-1.3,-21,-0.9,-0.9
COC(=O)c1cccc(NC(=O)CSc2nc(=O)cc(N)n2-c2ccccc2)c1,-8,2.2,3,-2,1.2,3,-0.7,-2.0,0,-0.2,-0.1
NNC(=O)C(Cc1cnc[nH]1)NC(=O)OCc1ccccc1 (configuration not stated),-11,-0.7,3,0,-0.2,7,-0.8,-0.4,5,0.8,0.5
CC(=O)Nc1cccc(NCC(=O)Nc2cc(S(=O)(=O)N3CCCCC3)ccc2Cl)c1,-1,-5.1,8,0,-0.8,5,-1.7,-1.8,-3,-1.7,-1.7
COc1ccccc1NS(=O)(=O)c1cc(N)ccc1N1CCOCC1,13,2.1,-15,4,3.5,1,-2.1,0.5,1,-0.7,1.2
O=Cc1ccccc1OCc1ccc2c(c1)OCO2,5,9.6,1,-1,4.5*,-6,0.4,3.0,-4,5.0,1.0
COc1c2c(cc(O)c1C(C)=O)OC(C)(C)C=C2,6,1.1,0,0,-0.1,-1,-1.3,2.1,-1,0.4,1.0
COC(=O)c1cnc(Oc2ccc(NC(=O)NC(=O)c3ccccc3Cl)cc2)cc1C(F)(F)F,10,0.7,0,-4,1.4,-2,-0.8,-4.5,-3,-1.3,-0.6
CSc1ccc(S(=O)(=O)Nc2ccc3c(c2)NC(=O)CC3)cc1,-2,-6.7,-20,-6,-2.1,0,-0.9,-1.7,-7,-3.6,-1.8
Cc1ccc(S(=O)(=O)Nc2cc(C(=O)Nc3cc(C)cc(C)c3)ccc2Cl)cc1,-66,0.1,13,1,1.1,2,-0.6,-2.4,0,-0.2,-0.7

# (more compounds)
SMILES,sPLA2-III inh,hgDAF-12 ag,ADAM10 inh,SMARCA2 activ,DAX1 inh-1,NPR2 activator,ssDAF12 agonist,FXN GAA850 act,NPR1 activator,hcDAF12 agonist,DAX1 inh-2
CC(NC(=O)CSc1nnc(COc2ccccc2)o1)c1ccccc1 (configuration not stated),-13,1.2,0,-3,0.0,-2,-1.5,2.5,5,-1.1,0.0
CSc1nsc(SCC(=O)Nc2cccc(C(=O)O)c2)n1,-7,0.3,0,-2,-0.6,2,0.7,0.8,4,3.1,0.4
COc1ccc(/C=C/c2ccncc2)cc1,0,4.3,-14,5,1.5,3,-1.0,4.6,1,-1.1,0.6
O=C(OCC(=O)N1CCCC1)c1ccc(Cl)nc1,14,-1.1,-10,-1,1.0,0,-0.5,1.2,0,-1.2,-0.3
O=C(N/N=C/c1ccc([N+](=O)[O-])cc1)c1[nH]ncc1Br,4,8.8,1,7,4.7*,-4,0.1,7.2,0,0.2,1.9
COC(=O)c1cc(NC(=O)c2cccc(C(F)(F)F)c2)c(=O)oc1C/C=N/OCc1cccc(Cl)c1Cl,-12,2.7,9,0,0.9,-3,-1.3,-3.0,1,-1.0,0.8
COc1ccc(C2C(C#N)=C(N)Oc3cc(O)ccc32)cc1C (configuration not stated),-28,-0.3,-8,-2,0.8,0,-0.9,0.6,35,-1.8,0.2
CCC(=Nc1ccccc1O)C1=C(O)CC(c2ccccc2)CC1=O (configuration not stated),2,-3.2,-4,-6,-0.5,-9,0.0,2.0,-7,1.3,-0.3
